Screening results deposited in PubChem BioAssay by National Center for Advancing Translational Sciences (NCATS).
IL1B secr inh: inhibitors of inflammasome signaling (IL-1 beta secretion); 360,000 tested, 4.7% active; activity change, % at 57.5 µM; AID 743279; THP-1 LPS/ATP IL-1B secretion, AlphaLISA, 16 h; active compounds read low; in the data active means activity change below about -50%; inconclusive means mostly about -30% to -49%; further: on the % scale 0 is the no-effect control and ±100 the full control effect
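Secreted IL-1B measured by AlphaLISA bead assay after 16 h compound exposure of THP-1 cells; compounds (final up to 57.5 uM) added 1 h before LPS (250 ng/mL) and ATP (1.25 mM) stimulation; lower signal means less secretion.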
Nrf2 ARE act: Nrf2 pathway activation. AREc32 ARE-luciferase reporter (MCF7-derived line), luminescence, 24 h. Potency, µM (top dose mostly 46.1 µM), for inactives: at the top dose activation, usual class: activators. 410,000 tested, 0.31% active; further: potency means the concentration at half of the fitted maximal effect; % of control where 0% means no effect; nearly all actives have a fitted effect of over 65% in size
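AREc32 cells carrying an ARE-driven firefly luciferase, 1000 cells/well in OPTI-MEM with 5% FBS, dosed after overnight attachment and incubated 24 hr at 37 deg C. Steady-Glo luminescence read after 30 min at RT.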
HepG2 viability: kills HepG2 cells in TGF-b inhibitor counter-screen; Potency, µM (series often up to 46.1 µM), for inactives: top-dose activity change, negative = cytotoxicity, actives largely listed as cytotoxic; 410,000 tested, 0.76% active; HepG2 CAGA-GFP viability, ATP luminescence, 18 h; further: potency means the concentration at half of the fitted maximal effect; some results filed as inactive show a strong effect at the top dose
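CellTiter-Glo luminescence gave cytotoxicity after 18 hours at 37 degrees C. The cells were HepG2 CAGA-GFP in 1% FBS DMEM, stimulated with 500 pg/mL TGF-beta after compound addition. %Activity was normalised to no-cell wells (complete cell-killing) and DMSO (no toxicity), and curves were fitted and classified.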
ATXN2 expr inh: inhibitors of ATXN2 expression; 360,000 tested, 0.72% active; Potency, µM (highest dose often 57 µM), for inactives: at the top dose activity change, negative = inhibition, actives largely listed as inhibitors; HEK-293 ATXN2-luciferase reporter, luminescence, 24 h; further: potency means the concentration at half of the fitted maximal effect; on the % scale 0 is the no-effect control and ±100 the full control effect; nearly all actives have a fitted effect of over 55% in size
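ATXN2-luciferase reporter cells (luciferase flanked by upstream and downstream ATXN2 gene portions) were treated 24 h at 37 °C with compounds at up to 57 uM. SteadyGlo luminescence gave expression; GF-AFC fluorescence gave viability.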
A549 tox: A549 cytotoxicity, counter-screen for Nrf2 inhibitors; Potency, µM (top dose mostly 46 µM), without a hit: top-dose activity change, negative = cytotoxicity, usual class: inhibitors; AID 504648; 390,000 tested, 0.16% active; A549 ARE-Fluc cells, CellTiter-Fluor viability, 18-24 h; further: potency means the concentration at half of the fitted maximal effect; on the % scale 0 is the no-effect control and ±100 the full control effect
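A549 ARE_Fluc cells in 5% FBS OPTI-MEM were exposed to compounds in concentration-response for 18-24 h at 37 deg C. Viability was read by CellTiter-Fluor fluorescence (Ex 405/Em 525) after 30 min, before the luciferase read.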
Nrf2 block: blocks Nrf2 signaling; A549 ARE-Fluc reporter, luciferase luminescence, 18-24 h; Potency, µM (highest dose often 46 µM), without a hit: at the highest dose activity change, negative = inhibition, hits mostly inhibitors; 360,000 tested, 2.1% active; AID 504444; further: potency means the concentration at half of the fitted maximal effect; on the % scale 0 is the no-effect control and ±100 the full control effect; nearly all actives have a fitted effect of over 60% in size
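Concentration-response testing used A549 ARE_Fluc cells at 5000 cells/well. Following an 18-24 h compound incubation, viability was read by fluorescence (Ex 405/Em 525) and luciferase output by luminescence.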
S2 tox: cell viability loss in ATXN counter-screen | Potency, µM (titrated, usually from 56.7 µM), most hits filed as cytotoxic | 400,000 tested, 0.49% active | S2 cells (HEK-293 line with an ATXN2-luciferase reporter) viability, CellTiter-Fluor protease fluorescence, 24 h; further: potency means the concentration at half of the fitted maximal effect; nearly all actives have a fitted effect of over 40% in size
MCF10A rereplic: DNA re-replication induction in MCF 10a cells. 350,000 tested, 2.9% active. MCF 10A DNA re-replication, Hoechst nuclear intensity, 48 h. AID 624296. Potency, µM (titrated, usually from 46.1 µM), for the others: top-dose activity, positive = re-replication, most hits filed as activators; further: potency means the concentration at half of the fitted maximal effect; % of control where 0% means no effect; nearly all actives have a fitted effect of over 50% in size
TGFb SMAD3 inh: inhibitors of TGF-b signaling; AID 588855; 410,000 tested, 1.2% active; HepG2 CAGA-GFP TGF-b/SMAD3 reporter, GFP fluorescence, 18 h; TGF-beta stimulated, 500 pg/mL final; Potency, µM (series often up to 46.1 µM), inactives show at the top dose activity, negative = inhibition, hits mostly inhibitors; further: potency means the concentration at half of the fitted maximal effect; on the % scale 0 is the no-effect control and ±100 the full control effect; nearly all actives have a fitted effect of over 65% in size
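Inhibition of TGF-beta-driven CAGA-GFP reporter expression in HEPG2 cells is measured by cellular GFP fluorescence after 18 h stimulation with 500 pg/mL recombinant TGF-beta in 1% FBS medium at 37 degrees C.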
Starred values were filed as active, the others as inactive; i = inactive; ? = inconclusive; . = no result given; & = joins results of further samples; [ ] = dose if it differs, or a comment. Unless noted, the call rests on the fitted dose curve; in most records, active means well fitted curve in the direction sought with a large enough effect; inconclusive means small, poorly fitted or top-dose-only effect, or another doubt; inactive means no such curve, though single readings can be large; an effect the other way counts as inactive or inconclusive.

SMILES	IL1B secr inh	Nrf2 ARE act	HepG2 viability	ATXN2 expr inh	A549 tox	Nrf2 block	S2 tox	MCF10A rereplic	TGFb SMAD3 inh
CCOc1ccc2c(c1)c1nnc(SCC3CCCO3)nc1n2C (stereo not given)	-2.8	16.0%	-13.1%	21.0%	-6.1%	?	i	1.5%	-3.2%
Cc1ccccc1NS(=O)(=O)c1cc2c(cc1C)NC(=O)CO2	4.4	0.6%	-6.2%	-14.0%	-7.4%	7.3%	i	-3.4%	1.1%
Cc1cc(C)cc(N(CC(=O)NCc2ccco2)C(=O)c2snc(C(N)=O)c2N)c1	1.0	2.6%	-35.3%	6.3%	-14.1%	-11.4%	i	4.1%	-17.4%
CCc1ccc2nc(N(Cc3cccnc3)C(=O)c3ccc(C#N)cc3)sc2c1	.	-1.2%	2.5%	.	-2.5%	.	.	.	-1.2%
C/C(CCc1ccccc1)=N\NC(=O)c1ccc(CN2CCOCC2)cc1	11.0	-0.2%	6.8%	2.0%	1.7%	6.7%	?	0.9%	22.1%
O=C(CSc1cccc2cccnc12)N1CCCC1	-115.9*	?	15.8µM*	?	?	-30.5%	?	11.6µM*	?
Cc1c(NC(=O)C(C)(C)Oc2ccc(Cl)cc2)cccc1-c1nc2ncccc2o1	.	2.6%	-1.6%	?	-5.6%	?	?	.	?
O=C(c1ccccc1)N1N=C(c2ccccc2)CC1c1cccs1 (stereo not given)	-15.1	0.1%	-26.6%	-15.0%	-3.5%	-6.7%	?	?	-21.4%
CC(=O)N1CC(C)Sc2ccc(S(=O)(=O)NC3CCCCC3C)cc21 (stereo not given)	15.7	0.2%	-70.8%	-27.5%	-1.6%	?	i	-1.5%	-32.1%
COCCN(C(=O)CSc1nnc2cc(C)c3ccccc3n12)c1c(N)n(Cc2ccccc2)c(=O)[nH]c1=O	8.8	0.0%	18.4%	3.0%	3.7%	-20.1%	i	?	?
Cn1ccnc1SCC(=O)Nc1cc(F)ccc1F	-7.0	0.1%	-2.4%	3.0%	-1.6%	-8.2%	i	0.5%	0.2%
Cc1cccc(NC(=O)CN2C(=O)COc3ccc(Cl)cc32)c1	-22.6	1.6%	14.8%	-19.5%	5.0%	-12.3%	i	-6.5%	-3.7%
CSc1cccc(NC(C)C(=O)NCc2ccccc2)c1 (stereo not given)	-2.3	-0.2%	7.1%	-36.6%	1.7%	-9.7%	i	-1.3%	-1.8%
CCOc1ccc(-c2cc(NC(=O)Cn3ncc4c3-c3ccccc3OC4)on2)cc1OCC	9.8	0.4%	-27.8%	-11.9%	-1.7%	-19.6%	?	?	?
O=C(Nc1nnc(Cc2ccc([N+](=O)[O-])cc2)s1)Nc1ccccc1F	?	-0.8%	-1.1%	-8.4%	-0.7%	-18.4%	i	-11.4%	1.5%
Cc1ccc(C)c(C(=O)CSc2nnnn2-c2cccnc2)c1	-7.3	2.4%	-9.5%	17.9%	2.1%	?	i	-2.7%	0.0%
COc1ccc(CCNC(=O)c2cccc3c2C(=O)N(C2CCCCC2)C3)cc1OC	-70.2*	2.7%	-4.5%	-17.7%	-10.5%	9.8%	i	13.1%	-18.2%
Cc1cccc(NC(=S)NC(=O)c2ccco2)c1C	-21.3	9.5%	2.3%	12.0%	1.9%	8.0%	i	12.5%	-0.2%
Cc1ccc(S(=O)(=O)N2[C@@H](c3ccc(C(C)(C)C)cc3)C(C(=O)O)=CC[C@H]2c2ccc3c(c2)OCO3)cc1	27.2	0.9%	-22.5%	-2.3%	-21.2%	23.1µM*	i	9.6%	?
CC(=O)Nc1ccc(NC(=O)CSc2nnc3ccc(-c4ccc(F)cc4)nn23)cc1	5.6	-0.5%	12.3%	-5.9%	-4.7%	?	i	-5.2%	3.1%
CCC(C)NC(=O)CCSc1nc(-c2ccc(OC)cc2)cc(C(F)(F)F)n1 (stereo not given)	.	0.0%	-22.4%	-8.6%	-9.1%	-16.2%	i	.	-5.1%
Cc1ccc2nc(Cc3ccc(N)cc3)oc2c1	-21.9	2.0%	-15.5%	52.1%[activator]	0.5%	?	i	-4.7%	9.4%
O=C(Cc1cccs1)Nc1cccc(C(=O)Nc2ccc(C(=O)O)cc2)c1	3.7	-0.3%	-22.2%	-14.3%	10.0%	-0.2%	i	2.2%	2.4%
CCCCn1cnc2c(SCc3ccc(Cl)cc3)nc(N)nc21	-7.9	10.3%	-24.7%	-35.8%	-2.2%	?	?	?	-1.8%
CC(=O)N/C(=C\c1cccs1)C(=O)O	18.8	-0.7%	-0.3%	-8.5%	-0.9%	?	i	1.8%	2.1%

Further structures
SMILES	IL1B secr inh	Nrf2 ARE act	HepG2 viability	ATXN2 expr inh	A549 tox	Nrf2 block	S2 tox	MCF10A rereplic	TGFb SMAD3 inh
O=C(COc1cc2oc(=O)c3c(c2cc1Cl)CCC3)NCCCN1CCOCC1	-26.9	-0.4%	-17.0%	-7.7%	6.4%	12.3%	i	-0.3%	10.2%
CN(C)c1nc2ccccc2c(N)c1-c1ccccc1	-9.8	-0.5%	-37.4%	-22.8%	-1.2%	.	i	?	-13.8%
Cc1ccc(S(=O)(=O)N2CCN(CCOc3cccc(C)c3)CC2)cc1	-20.6	0.0%	-32.0%	-25.0%	-6.8%	20.6µM*	i	-4.9%	?
CN(C)c1ccc(/C=C2/NC(=O)NC2=O)cc1	-6.7	5.3%	0.3%	.	-16.8%	-5.4%	?	2.1%	12.8%
Cc1cc(-c2ccc(S(=O)(=O)N3CCN(c4cccc(C(F)(F)F)c4)CC3)s2)on1	23.2	-1.4%	1.6%	9.8%	10.7%	-11.4%	?	27.3%	3.2%
CSc1ccc(CCNC(=O)C2CCN(c3ncnc4c3nc3n4CCCCC3)CC2)cc1	.	-0.2%	-4.9%	.	1.9%	17.5%	.	.	-5.7%
Cc1c(C(=O)Nc2nc(-c3ccc(F)cc3)ns2)oc2ccc(Br)cc12	.	0.0%	-1.2%	.	2.0%	2.1%	.	.	0.0%
CCCC(=O)N1CCC1(C)C(=O)Nc1scc(C)c1C#N (stereo not given)	7.2	-0.5%	-13.4%	-5.1%	.	.	i	.	-6.4%
COc1ccc(S(=O)(=O)N2CCN(C(=O)c3ccccc3Cc3ccccc3)CC2)cc1OC	32.2	-0.9%	-25.3%	.	.	.	i	.	-3.0%
COC(=O)c1ccc(CN2C(=O)NC(CC(C)C)C2=O)cc1 (stereo not given)	29.4	-0.7%	-1.7%	0.7%[11.3 µM]	-2.7%	4.6%	i	0.0%	7.8%
CCOc1ccccc1NC(=O)c1c(NC(=O)COc2ccc(Cl)cc2)sc2c1CCCCC2	.	-0.6%	1.8%	5.2%	-8.0%	-0.8%	i	.	-0.1%
CCOC(=O)N1CCN(Cc2nc3cc([N+](=O)[O-])ccc3n2C)CC1	36.7	0.3%	-1.2%	-20.9%	-0.7%	-4.4%	i	8.2%	5.2%
O=C(Cc1ccc(F)cc1)NCCc1csc(-c2ccc(C(F)(F)F)cc2)n1	.	-1.2%	-27.8%	?	13.0%	.	i	.	-24.7%
Oc1ccc2ccccc2c1C=Nc1ccccc1-c1nc2ccccc2[nH]1	37.7	10.3%	-17.9%	-9.0%	-15.9%	3.1%	?	?	?
COCCNC(=O)C1(C)CCCN(C(=O)c2ccccc2OC(F)(F)F)C1 (stereo not given)	12.5	0.4%	-14.8%	5.2%	.	.	i	.	8.5%
Cn1c(N=NC(=O)c2ccccc2)c(O)c2ccccc21	-11.0	6.8%	-25.8%	23.3%	-0.6%	?	?	13.8%	-26.2%
COC(=O)c1[nH]c2ccccc2c1NC(=O)CN1CCCCCC1	15.4	-0.4%	-30.3%	-6.0%	0.6%	-17.8%	i	-2.7%	17.4%
CC(O)(CS(=O)(=O)Cc1cccc(C(F)(F)F)c1)C(=O)Nc1cccc(C(F)(F)F)c1 (stereo not given)	-8.5	0.3%	-39.8%	-5.0%	-2.1%	.	?	?	?
CCC(C)N(C(=O)Cn1c(Cl)nc2c1c(=O)n(C)c(=O)n2C)C1CCS(=O)(=O)C1 (stereo not given)	-4.0	-0.9%	-52.5%	7.4%	-1.6%	-10.8%	i	2.0%	-5.7%
COc1cc(C(=O)NCC(c2cccs2)N(C)C)cc(Cl)c1OC(C)C (stereo not given)	-6.2	4.5%	-24.6%	2.9%	11.9%	2.6%	i	?	-13.4%
COc1ccccc1C(=O)NCCC(=O)Nc1cccc(S(=O)(=O)N2CCCC2)c1	-21.2	3.1%	2.4%	.	2.1%	?	i	11.3%	15.5%
Cc1cc(C)c(Cn2c3ccccc3c3cnn(CC(=O)N4CCCCC4)c(=O)c32)c(C)c1	.	-1.4%	9.4%	-0.9%	-0.4%	-9.0%	i	.	-1.4%
CC(=O)c1ccc(OCC(=O)OCC(=O)Nc2sccc2C(N)=O)cc1	10.7	-0.8%	1.7%	.	0.4%	2.8%	?	22.0%	19.4%
C=CCN(c1ccc(Br)cc1C(=O)OC)S(C)(=O)=O	-16.4	-0.5%	2.1%&-7.7%	-6.4%	1.4%	0.1%	i	-40.0%[inhibitor]	0.2%&-9.9%
O=C(CSc1nnc2ccccn12)Nc1ncc(Cl)cc1Cl	26.2	0.2%	0.6%	0.0%	18.3%	?	i	0.4%	0.7%
Cn1ccc(C(=O)N/N=C/c2c[nH]c3ccccc23)n1	-11.8	4.4%	-15.2%	19.3%	9.8%	?	i	2.6%	4.0%

An excerpt from above in order of their number in TGFb SMAD3 inh, lowest first:
smiles | IL1B secr inh | Nrf2 ARE act | TGFb SMAD3 inh
CN(C)c1nc2ccccc2c(N)c1-c1ccccc1 | -9.8 | -0.5% | -13.8%
Cc1c(C(=O)Nc2nc(-c3ccc(F)cc3)ns2)oc2ccc(Br)cc12 | . | 0.0% | 0.0%
O=C(COc1cc2oc(=O)c3c(c2cc1Cl)CCC3)NCCCN1CCOCC1 | -26.9 | -0.4% | 10.2%
